NCOA3 inh: inhibits human SRC3 coactivator; Q9Y6Q9; HEK293 GAL4-SRC3 luciferase reporter, luminescence; inhibition, % at 3.6 µM; 0.17% of 360,000 active; AID 588352;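 active = inhibition above a per-campaign cutoff, the mean of all compounds plus 3 SD, cut at about 60% in these data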;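 also: 0% = DMSO-treated cells and 100% = gossypol-treated cells at 36 µM; higher means less SRC3-driven luciferase light from the GAL4 reporter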
TWEAK Fn14 block: inhibitors of TWEAK-Fn14 interaction signaling; TWEAK-stimulated Fn14 reporter cells, luciferase luminescence, 8 h; inhibition, % at 10 µM; 2% of 360,000 active; AID 1159606; in the data active = inhibition above about 50%
Shn3 3UTR inh: reduces Shn3 3'UTR luciferase signal in osteoblasts | Clone20 osteoblast Shn3 3'UTR firefly luciferase, 24 h | inhibition, % at 12.5 µM | 0.52% of 360,000 active | AID 588674;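 active = mean inhibition of at least 75% with every replicate also reaching 75%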;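 also: 0% = median of neutral control wells and 100% = pilot-screen positive control compound; some compounds past the cut are filed as inactive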
NR2F2 inh: inhibitors of human COUP-TFII (NR2F2); P24468; HEK293T NGFI-A luciferase reporter, luminescence; inhibition, % at 8.6 µM; 0.7% of 370,000 active; AID 686940;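 active = inhibition above a per-plate cutoff, mean inhibition of test wells between control levels plus 3 SD, cut at about 38% in these data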;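 also: cells cotransfected with COUP-TFII expression vector driving the NGFI-A reporter; 0% = median of COUP-TF2 test wells and 100% = reporter-only cells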
NCOA1 inh: human NCOA1 inhibition; HEK293 GAL4-SRC1 luciferase reporter, luminescence; inhibition, % at 3.6 µM; 0.12% of 360,000 active; AID 588354;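 active = inhibition above the campaign mean plus 3 SD, with each screening campaign given its own cutoff, cut at about 60% in these data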;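 also: 0% = DMSO treated cells and 100% = gossypol at 36 µM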
LMP1 NFkB inh: Epstein-Barr LMP1 NF-kappaB reporter inhibition; LMP1-induced NF-kappaB luciferase reporter cells, luminescence; 0.69% of 350,000 active; inhibition, % at 12.5 µM; in the data active = inhibition above about 41%;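 also: 0% = neutral control wells and 100% = reference inhibitor control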
TRAIL sens C8: sensitizes caspase-8 expressing cells to TRAIL; NB7+C8 cells + TRAIL, ATPlite viability luminescence; inhibition (viability loss, TRAIL sensitization), % at 10 µM; 1% of 360,000 active; AID 624354;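 active = compounds causing at least 50% loss of cell viability in the single-dose screen, relative to plate controls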
TROY signal inh: inhibitors of TROY-dependent NF-kB signaling | Q293 LMP1-TROYcd NF-kB luciferase reporter, 4 h | inhibition, % at 10 µM | 0.98% of 360,000 active;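 active = compounds whose plate-normalised and pattern-corrected inhibition of the luciferase reporter signal at the single screening dose is 50% or more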
CF NFkB block: blocks PAF-induced NF-kB reporter in cystic fibrosis cells | KKLEB NF-kB-GFP reporter, GFP fluorescence overnight | inhibition, % at 5 µM | 0.86% of 360,000 active;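 active = at least 50% inhibition at 5 µM, scaled per plate between neutral and stimulator controls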;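 also: PAF is a Pseudomonas aeruginosa culture filtrate used as stimulus; plate controls were PAF-stimulated DMSO wells for no effect and unstimulated DMSO wells for full effect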
KKLEB tox: reduces viability of KKLEB cystic fibrosis airway cells | AID 602141 | KKLEB CF airway cells viability, ATPlite luminescence, overnight; stronger effect = lower value; cells stimulated with P. aeruginosa culture filtrate | 0.36% of 360,000 active | activity change (cytotoxicity), % at 5 µM;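 active = corrected activity change at or below -50% at 5 µM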
NR5A2 inv ag: inverse agonists of human LRH-1 (NR5A2). 0.13% of 360,000 active. inhibition, % at 3.6 µM. HEK293T StAR-luciferase reporter, LRH-1 transfected, 24 h. O00482;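 active = inhibition above the mean inhibition of all tested compounds plus 3 SD, cut at about 73% in these data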;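 also: 0% = DMSO wells and 100% = reporter-only cells lacking LRH-1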
Starred values were filed as active, the others as inactive; . = no result given.

SMILES	NCOA3 inh	TWEAK Fn14 block	Shn3 3UTR inh	NR2F2 inh	NCOA1 inh	LMP1 NFkB inh	TRAIL sens C8	TROY signal inh	CF NFkB block	KKLEB tox	NR5A2 inv ag
CC(C)CCNC(=O)NC(=O)CSc1nnc(-c2ccccc2F)n1N	9	0	-24	6	-1	2	-17	-15	9	4	-10
O=C(CSc1ccc2nnc(-c3ccc(Cl)cc3)n2n1)N1CCCc2ccccc21	15	-9	-1	0	-11	9	-3	28	29	-10	-20
Nn1c(=O)c2ccccc2n2c(SCc3ccccc3)nnc12	16	-17	-15	8	1	-5	6	14	-40	3	2
CCc1cc(N2CCOCC2)cc2c1[nH]c1ccccc12	13	2	10	2	8	6	-18	13	10	17	24
Cc1ccc2nc(-c3cccc(Cl)c3)c(Cc3cccc(F)c3)n2c1	.	-27	.	-32	.	.	8	-93	.	.	-50
CC1=CN2C(=N)/C(=C/c3ccc(Sc4ccc(Cl)cc4)o3)C(=O)N=C2S1	-1	-8	-8	7	-14	-3	3	-14	30	-20	-2
NC(=S)N/N=C/c1coc2cc(Br)ccc2c1=O	-10	13	-6	4	-2	2	-15	-17	-1	-1	-10
CSc1nc(-c2ccco2)nn1C(=O)CCc1ccccc1	7	-9	-25	-6	3	1	-8	11	9	3	14
CN(C)C(=O)c1ccc(NC(=O)COC(=O)CCN=C2NS(=O)(=O)c3ccccc32)cc1	4	26	-2	14	-3	-15	13	4	-10	-12	-1
CCOC(=O)c1c(CC(C)C)csc1NC=O	2	-18	1	0	-18	10	1	9	9	-7	-28
CCNc1ccc(Br)cc(C(=O)/C=C/c2ccc(Cl)cc2Cl)c1=O	30	3	-11	7	9	49*	3	15	-10	-12	-8
CC1CCCN(CCCNS(=O)(=O)c2ccc3c(c2)CCN3C(=O)C2CC2)C1 (stereo unspecified)	5	6	-2	6	6	-4	2	-10	-16	9	-2
Cn1c(=O)n(C)c2cc(NS(=O)(=O)c3ccc4c(c3)CCCC4)ccc21	16	27	83	18	12	-29	3	19	-25	-2	22
CCOC(=O)c1nn(-c2ccccc2)c(=O)cc1OCC(=O)Nc1ccccc1OCC	-34	-9	-14	19	3	-9	2	-7	5	5	-13
CC1=C(C(=O)Nc2ccccc2C(=O)NCCCN2CCN(C)CC2)SCCO1	11	-1	5	-17	11	4	-3	-20	13	1	13
CCN(C[C@H]1N[C@@](CC)(C(=O)OC)[C@H]2C(=O)N(C)C(=O)[C@@H]12)S(=O)(=O)c1ccc(-c2ccccc2)cc1	2	-2	-3	15	-14	-1	-6	-2	14	-19	5
CCc1nnc(SCC(=O)Nc2ccccc2)n1CC1CCCO1 (stereo unspecified)	21	-7	4	-7	-3	-9	-14	-30	-12	1	4
COc1cc(C(=O)NC(=S)NNC(=O)[C@H]2C[C@@H]2c2ccccc2)cc(OC)c1OC	-9	-15	.	1	12	3	-3	-12	-2	2	2
COc1ccc(Cl)cc1NC(=O)CCN1C(=O)C2C3C=CC(C4CC34)C2C1=O (stereo unspecified)	13	-5	-14	1	-5	4	6	-6	0	8	3
Cc1ccc(-n2c(=O)c3c4c(sc3n(Cc3cc(=O)n5ccccc5n3)c2=O)CCC4)cc1C	24	12	0	-30	-1	5	-7	4	7	5	-2
Cc1ccc(C)c(CN2CCC(CNC(=O)Nc3ccc(C)c(C)c3)CC2)c1	-5	-8	17	10	10	13	4	-3	3	-10	9
CCc1c(C)c2ccc(OCC(=O)N(C)C)c(C)c2oc1=O	-17	-9	28	-20	-15	3	27	-29	2	-6	0
Cc1ccc(S(=O)(=O)Nc2ccc3nc(N)sc3c2)cc1	13	-6	49	26	-30	7	-10	20	8	0	-3
Cc1ccc(-c2ccc(CN3C(C(C)C)C(=O)N(Cc4cn(CCC5OCCCO5)nn4)CCS3(=O)=O)cc2)cc1 (stereo unspecified)	2	23	19	-3	-5	3	7	32	35	-9	8
CN(C=[N+](C)C)c1cccc2c1C(=O)c1ccccc1C2=O	3	-35	-3	1	-14	6	8	-73	-24	-3	4
CCOc1ccc2nc(N3CCC(C(=O)N4CCN(c5ncccn5)CC4)CC3)sc2c1	-21	0	1	-1	-17	-1	22	-23	-23	0	-24
O=C(OC1CCCCC1=O)c1cc(S(=O)(=O)N2CCOCC2)ccc1F (stereo unspecified)	-8	13	-7	4	-39	-6	0	4	-15	8	-15
COc1cc(/C=C2\SC(=Nc3ccc(O)cc3)NC2=O)cc(OC)c1O	-14	11	-59	-14	-19	-31	-27	10	-37	-18	7
COc1ccc(C(C(N)=O)c2ncc(C(F)(F)F)cc2Cl)cc1OC (stereo unspecified)	5	20	6	-9	-11	-3	3	-14	-4	3	-11
COc1ccc(CNC(=S)Nc2cccc(OC)c2)cc1	-23	20	1	3	4	-3	8	-15	4	-12	-1
O=C(NC1CCN(S(=O)(=O)c2ccccc2C(F)(F)F)CC1)c1ccco1	9	56*	1	-9	-15	-5	-11	0	1	2	14
COc1cccc(NC(=O)CN(C)C(=O)c2ccc(NC3CC3)c([N+](=O)[O-])c2)c1	-6	-8	1	19	-6	4	1	4	8	2	-23
CCCCn1nnc(NC(=S)NC(=O)c2ccc(-c3cccc(Cl)c3Cl)o2)n1	10	-27	-4	.	-4	3	-2	-15	2	-6	-8
Cc1cccc(N2CCCC2=Nc2ccc(Br)cc2C#N)c1	-7	8	8	1	-3	-12	-2	1	14	-4	35
O=C(Nc1cccc(-c2cccc(Cl)c2)c1)C1CCN(Cc2ccc(CO)o2)CC1	-8	9	5	-6	-13	-2	13	-9	40	-24	-8
CSc1nc(Sc2ccc(Cl)cc2)c2ccccc2n1	2	1	-17	-1	-8	7	-6	.	7	-9	-9

In the list so far, these have a thiophene ring, fused or not.
SMILES	NCOA3 inh	TWEAK Fn14 block	Shn3 3UTR inh	NR2F2 inh	NCOA1 inh	LMP1 NFkB inh	TRAIL sens C8	TROY signal inh	CF NFkB block	KKLEB tox	NR5A2 inv ag
CCOC(=O)c1c(CC(C)C)csc1NC=O	2	-18	1	0	-18	10	1	9	9	-7	-28
Cc1ccc(-n2c(=O)c3c4c(sc3n(Cc3cc(=O)n5ccccc5n3)c2=O)CCC4)cc1C	24	12	0	-30	-1	5	-7	4	7	5	-2

Next part
SMILES	NCOA3 inh	TWEAK Fn14 block	Shn3 3UTR inh	NR2F2 inh	NCOA1 inh	LMP1 NFkB inh	TRAIL sens C8	TROY signal inh	CF NFkB block	KKLEB tox	NR5A2 inv ag
COc1cccc(NC(=O)CN(C)C(=O)Cn2c(=O)oc3ccccc32)c1	27	11	-9	7	-3	-4	-11	-5	4	-1	11
CC(C)(C)C(=O)Nc1ccc(S(=O)(=O)N2CCCC2)cc1	3	7	17	5	2	0	-13	18	11	8	-18
COC(=O)c1ccccc1NC(=O)C1CCN(C(=O)Cc2ccccc2)CC1	8	-8	25	15	-34	-6	-5	-8	22	5	-13
CCN(C(=O)COC(=O)c1ccc(OCc2c(C)noc2C)cc1)c1ccccc1	21	12	1	23	-3	-4	11	14	-4	2	-5
COC(=O)CCSc1cc(NCCOC(C)=O)c([N+](=O)[O-])c2nonc12	16	20	-28	2	-10	14	-1	21	17	0	4
O=C(CN1C(=O)CCS(=O)(=O)c2ccccc21)Nc1ccc2c(c1)OCCO2	-23	-14	-8	12	-7	0	2	7	16	-2	-30
Cc1sc2nc(CN3CCOCC3)nc(NCCc3ccccc3)c2c1C	-9	3	-21	6	-73	-22	8	-8	5	6	9
COc1ccc(N(C(=O)c2cnccn2)C(C(=O)NC2CCCCC2)c2ccc(O)cc2)cc1 (stereo unspecified)	8	-4	-2	-21	-20	2	-10	23	13	1	22
Cc1ccc(NC(=O)C/C(N)=N/O)cc1Cl	2	-11	-6	-5	-13	1	7	-22	-1	4	-9
CCOC(=O)Cc1csc(NC(=O)c2sc3nc4ccc(C)cc4cc3c2N)n1	-29	-3	-31	-15	-14	1	11	-46	-15	18	-45
O=C(COC(=O)c1c2ccccc2cc2ccccc12)Nc1ncc(C(F)(F)F)cc1Cl	-1	9	-4	-1	-18	-1	-1	-12	2	-1	-10
COc1ccccc1N1CCN(Cc2nc3ccsc3c(=O)[nH]2)CC1	-1	2	-7	7	-7	4	8	-3	4	0	-5
CCOC(=O)c1[nH]c2ccc(OCC)cc2c1CCCN1C(=O)c2ccccc2C1=O	12	32	12	0	-5	3	-3	-7	-8	-14	9
Cc1ccc(S(=O)(=O)NC2=NCN(CCOC(=O)c3ccccc3)CN2)cc1	0	2	20	8	-11	1	4	1	1	7	14
CCC(CC)c1nc2cc(OC)c(OC)cc2c(=O)o1	3	14	-22	-34	-27	0	-6	11	-5	2	-3
Cn1c(NC(=O)c2cccs2)c(-c2cccs2)c(=O)c2ccccc21	2	-3	-7	-11	-14	6	-4	-22	3	10	18
CCN1C(=O)[C@H]2[C@@H](c3ccccc3)N3C(=O)N(c4cccc(F)c4)C(=O)[C@@]3(CC(C)C)[C@H]2C1=O	17	-3	17	.	-6	6	-6	4	11	-8	8
CCCCn1c(N)c(N(CC(C)C)C(=O)c2ccc([N+](=O)[O-])o2)c(=O)[nH]c1=O	8	-1	-13	-3	3	-3	-1	-6	2	-1	0
COc1ccc2ncc(S(=O)(=O)c3ccccc3)c(N3CCC4(CC3)OCCO4)c2c1	-8	5	22	-15	-18	2	-3	8	-1	-6	12
COc1ccc2c(CN3CCOCC3)cc(=O)oc2c1	26	6	14	-9	-24	.	6	16	-38	3	-10
CCn1c(C)nc2cc(C(=O)N/N=C/c3ccc(OC)cc3)ccc21	13	-5	10	-23	-6	5	16	1	3	6	-1
Cc1cc(C(=O)N/N=C\c2cc(C(C)(C)C)c(O)c(C(C)(C)C)c2)n[nH]1	2	18	11	12	-9	3	-4	12	-21	15	14
O=C(CSc1nnc(C2CC2)n1Cc1ccccc1)c1cc2ccccc2o1	-5	-2	-6	15	7	-12	-10	0	-2	-3	6
CC1CCCN(C(=O)CCc2ccccc2)C1 (stereo unspecified)	1	2	-35	-3	-3	-2	0	-11	-7	7	-3
CCOc1ccccc1N(CC(=O)NC1CCCC1)S(=O)(=O)c1ccc(C)cc1	6	-4	10	10	-12	3	2	14	9	-8	-12
Cc1nc(SCC(=O)NNC(=O)c2cccs2)[nH]c(=O)c1C	-55	-4	5	-22	-48	-7	5	-38	1	2	-54
O=C(c1ccc2nc(N3CCCCC3)sc2c1)N1CCN(c2ccccn2)CC1	-15	14	-23	-13	-13	1	4	-38	-30	12	-32
CC(=O)c1ccc(S(=O)(=O)NCc2ccc(C(=O)N(C)CC(=O)Nc3cccc(F)c3)cc2)cc1	1	11	17	6	4	7	-8	4	3	-3	8
CCCn1c(-c2cc(OC)c(OC)c(OC)c2)nc2c1c(=O)[nH]c(=O)n2Cc1ccccc1	6	-15	30	9	-13	-2	-23	-5	10	1	13
Cc1cccc(NC(=O)C2CC(=O)OC23CCCCC3)c1 (stereo unspecified)	15	-2	-4	2	12	-7	1	14	-2	0	-9
CC1=Nc2ccccc2N=C(NC(=O)CSC(=S)N2CCCCC2)C1c1ccccc1 (stereo unspecified)	-5	10	23	-12	-10	-6	1	-17	-9	-12	15
Cc1cc(NS(=O)(=O)c2ccc(NC(=O)CSc3nnc(-c4ccco4)n3N)cc2)nc(C)n1	28	19	0	-19	-12	-14	-21	-12	-4	-1	2

Bioassay records deposited in PubChem by several laboratories.

Not all compounds are listed; rates above refer to the full screens.
